Menin MLL FP TR: inhibitors of human menin-MLL interaction, mutant MLL peptide; Potency, µM (highest dose often 61.6 µM), for inactives: at the highest dose FP activity change, negative = inhibition, hits mostly inhibitors; Menin + Texas Red MLL mutant peptide, fluorescence polarization; O00255; 0.23% of 270,000 active; active = well fitted inhibition curve with a large enough effect in the polarisation, with a control signal flat, not every such curve was filed as active; inconclusive = small, poorly fitted or top-dose-only effect, or effect the other way, or a change in a side signal; inactive = no such curve, though single readings can be large or run the other way; the % refers to the polarisation; also: potency is read from the fitted curve at half-maximal effect; % of control where 0% means no effect; many of its hits are not listed in these tables
a7 integrin act: activates integrin-mediated alleviation for muscular dystrophy | AID 624291 | 0.064% of 350,000 active | alpha7betagal myoblasts, beta-gal FDG fluorescence, 48 h | Potency, µM (titrated, usually from 38.3 µM), for the others: at the highest dose activation, hits mostly activators;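 also: potency is read from the fitted curve at half-maximal effect; 100% = response of the positive control SU9516; nearly all actives have a fitted effect of over 60% in size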
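Alpha7betagal+/- myoblasts (passage 13) were plated 16-24 hr, then exposed to compounds (1:260 dilution of DMSO stock) for 48 hours at 37C. After MPER lysis, β-galactosidase reporter activity was read as FDG fluorescence (ex 480/em 540) after 30 minutes.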
PTAP TSG101 blk: blocks PTAP/TSG101 interaction to inhibit HIV-1 budding; Q99816; Fluorescence polarization, FITC-PTAP peptide / Tsg101 binding; 340,000 tested, under 10 active; Potency, µM (highest dose often 115 µM), inactives show top-dose activity change, negative = inhibition, usual class: inhibitors; active = well fitted inhibition curve with a large enough effect in the main read-out, with a control signal flat, not every such curve was filed as active; inconclusive = small, poorly fitted or top-dose-only effect, or effect the other way, or a change in a side signal; inactive = no such curve, though single readings can be large or run the other way; also: potency is read from the fitted curve at half-maximal effect; % of control where 0% means no effect
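Compounds were pin-transferred onto Tsg101 binding domain (10 uM final) in HEPES pH 7.5 buffer, then FITC-PTAP peptide was added at 50 nM final. After 20 min at RT, polarization reported peptide displacement across a qHTS concentration series.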
TCR activator: activates T cell receptor signaling; Potency, µM (highest dose often 9.22 µM), for inactives: at the top dose activation of IL-2 secretion, usual class: activators; primary human leukocytes, anti-CD3, IL-2 HTRF, 48 h; 330,000 tested, under 10 active; also: % of control where 0% means no effect
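TCR engagement came from a-CD3 beads alone, with compounds added to primary human leukocytes for 48 hr. Secreted IL-2 bridged europium cryptate- and d2-labelled anti-IL-2 antibodies, giving FRET emission at 665nm after 320nm excitation.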
MLL CXXC-DNA inh: blocks binding of human MLL CXXC domain to DNA; MLL-CXXC / FITC-HOXA9 DNA fluorescence polarization; 0.037% of 290,000 active; Q03164; Potency, µM (series often up to 115 µM), for the others: top-dose activity change, negative = inhibition, actives largely listed as inhibitors; active = well fitted inhibition curve with a large enough effect in the polarisation, with a control signal flat, not every such curve was filed as active; inconclusive = small, poorly fitted or top-dose-only effect, or effect the other way, or a change in a side signal; inactive = no such curve, though single readings can be large or run the other way; the % refers to the polarisation; also: potency is read from the fitted curve at half-maximal effect
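Fluorescence polarization: 7 uM MLL-CXXC (stock) preincubated 5 min with compounds, then 50 nM fluorescein-HOX-A9 DNA (stock) added; 30 min ambient. Buffer 50 mM Tris-HCl pH 7.5, 50 mM NaCl, 1 mM DTT, 0.05% BSA.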
TSHR antag: blocks TSH signaling through the human TSH receptor; TSHR-expressing cells, TSH-stimulated cAMP HTRF, 2 h; stronger effect = lower value; 0.2% of 330,000 active; P16473; activity change, negative = inhibition, % at 11.5 µM;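 active = activity change below a set negative limit, meaning inhibition stronger than a set level, cut at about -70% in these data; inconclusive = activity change between two set negative limits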; also: % is scaled to controls: 0 for no effect and ±100 for the full control effect
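Cell-based HTRF cAMP assay; TSHR cells + compound, TSH EC80 (4nM final), 2 h, 37 deg C. Lysis with anti-cAMP cryptate and cAMP-d2, 30 min RT, read 665/620 nm.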
Mito fusion act: blocks mitochondrial division or promotes mitochondrial fusion | 0.23% of 320,000 active | Potency, µM (highest dose often 46.1 µM), without a hit: at the highest dose growth rescue (activation), usual class: activators | S. cerevisiae fusion-defective mutant growth rescue, CellTiterGlo 48 h | AID 485298;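 also: potency is read from the fitted curve at half-maximal effect; % of control where 0% means no effect; nearly all actives have a fitted effect of over 45% in size; temperature-sensitive fusion mutants such as fzo1-1 at 37 °C on non-fermentable ethanol glycerol medium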
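Growth-rescue viability read-out: after 48 h at the non-permissive 37C in glycerol/ethanol YPEG, yeast mitochondrial fusion mutants are measured by CellTiterGlo luminescence; compounds (23 nl pinned per well) restoring growth score as division inhibitors or fusion activators.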
MBNL1 CUG block: inhibitors of human MBNL1 binding to CUG repeat RNA; Q9NR56; TR-FRET MBNL1-His/biotin-(CUG)12 binding, 665/545 ratio; Potency, µM (series often up to 57.5 µM), without a hit: at the highest dose activity change, negative = inhibition, hits mostly inhibitors; 0.036% of 280,000 active; AID 2675; active = well fitted inhibition curve with a large enough effect in the signal ratio, with a control signal flat, not every such curve was filed as active; inconclusive = small, poorly fitted or top-dose-only effect, or effect the other way, or a change in a side signal; inactive = no such curve, though single readings can be large or run the other way; the % refers to the signal ratio; also: potency is read from the fitted curve at half-maximal effect; % is scaled to controls: 0 for no effect and ±100 for the full control effect
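TR-FRET between His-tagged MBNL1 and biotin-(CUG)12 RNA, detected with Tb anti-His antibody (0.055 ng/ul) and streptavidin-XL665 (5 nM), 60 min at room temperature. Compounds titrated 92 nM to 58 uM; 665/545 nm ratio normalized to buffer and complex controls.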
S-ASM inh: inhibitors of human secretory acid sphingomyelinase; AID 504937; P17405; 0.006% of 340,000 active; placental ASM, HMU-PC fluorogenic substrate, 60 min; Potency, µM (series often up to 57.5 µM), without a hit: at the top dose activity change, negative = inhibition, most hits filed as inhibitors; also: potency is read from the fitted curve at half-maximal effect
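Steps: dispense placental human ASM, pin compound, wait 10 min at room temperature, add HMU-PC0 substrate at 9 uM final, incubate 60 min at 37 °C, add stop solution raising pH to 10, read fluorescence.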
AT treatment: potential ataxia-telangiectasia treatments restoring KAP-1 phosphorylation; […] A-T fibroblasts, KAP-1 phosphorylation AlphaLISA; neocarzinostatin DNA damage 30 min before lysis; Potency, µM (top dose mostly 57.5 µM), for inactives: at the top dose activation, actives largely listed as activators; 0.19% of 320,000 active; AID 485349; also: potency is read from the fitted curve at half-maximal effect; % of control where 0% means no effect; nearly all actives have a fitted effect of over 45% in size
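hTERT-immortalized A-T patient fibroblasts ([…]), 500 cells/well in OPTI-MEM, 1% FBS, got compounds for 60 min, then NCS for 30 min at 37C. Lysates were then assayed for phospho-KAP-1 by AlphaLISA (anti-pKAP1 donor, anti-KAP1 acceptor beads), 6 hr at 25C.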
Starred values were filed as active, the others as inactive; i = inactive; ? = inconclusive; . = no result given; [ ] = another dose, or the depositor's remark. Unless noted, calls follow the shape of the dose curve; as a rule, active = well fitted curve in the direction sought with a large enough effect; inconclusive = small, poorly fitted or top-dose-only effect, or another doubt; inactive = no such curve, though single readings can be large; an effect the other way counts as inactive or inconclusive. An excerpt. The share of hits here may be higher or lower than overall.

SMILES | Menin MLL FP TR | a7 integrin act | PTAP TSG101 blk | TCR activator | MLL CXXC-DNA inh | TSHR antag | Mito fusion act | MBNL1 CUG block | S-ASM inh | AT treatment
CCOc1ccc2nc(N=Nc3c(O)[nH]c(=O)[nH]c3=O)sc2c1 | . | ? | -2% | -12% | -16% | -9 | 11% | . | -3% | -5%
C=CCn1c(O)c(C(C)=NCc2ccc3c(c2)OCO3)c(=O)[nH]c1=O | . | 0% | -3% | -2% | -10% | -1 | 3% | -4% | 0% | -12%
CC1CCC(C(C)C)C(OP(N)(=O)c2ccccc2)C1 (centres undefined) | -15% | 3% | -3% | -1% | -4% | 3 | 5% | -16% | 0% | 3%
C#CC[N+]1(C)C2CCC1CC(O)C2 (centres undefined) | 8% | 14% | 0% | 2% | 9% | 0 | 4% | -1% | 6% | 0%
CN1CC(C(=O)c2ccc(Cl)cc2)C(c2ccccc2)C1 (centres undefined) | ? | 8% | -1% | 5% | 1% | 21 | 1% | -3% | -4% | 4%
CCc1cc(=O)oc2cc(C)cc(OCC(=O)N3CCC(C(=O)O)(c4ccccc4)CC3)c12 | -4% | -15% | -4% | 11% | -18% | 5 | -4% | 10% | 18% | 17%
CNC(=O)O/N=C(\C)Cc1nnn(-c2cc(C)on2)n1 | . | 25% | 0% | -3% | 3% | 2 | -3% | -7% | 0% | 2%
CN1CCCN(C(=O)COc2ccccc2Br)CC1 | . | -1% | -1% | -5% | 4% | 8 | -1% | -5% | 2% | 17%
NC(=O)C1CCN(/C=C2\C(=O)NC(=O)N(Cc3ccco3)C2=O)CC1 | . | 14% | -1% | 0% | 1% | 4 | -3% | -6% | 1% | -41%
Cc1ccc2c(c1)C1CN(C)CCC1N2C(=O)Nc1cccc(Cl)c1 (centres undefined) | 37%[activator] | -38% | -7% | -2% | -1% | -13 | -8% | 0% | 2% | -1%
O=[N+]([O-])c1ccc(N2CCNCC2)c(Cl)c1 | 19% | -31% | -1% | 6% | -1% | -3 | -3% | ? | -1% | 2%
COc1ccc(NC(=O)CN(C)C(=O)CSC(c2ccccc2)c2ccccc2)cc1 | . | -3% | -7% | 17% | . | 13 | 16% | . | -12% | -8%
CC(Cc1ccsc1)NCc1cn[nH]c1-c1ccc(F)cc1F (centres undefined) | . | -20% | -6% | -17% | 0% | 2 | -3% | 5% | 11% | -11%
COC1=C[C@@H]2[C@@H]3Cc4ccc(OC)c(O)c4[C@]2(CCN3C)CC1=O | 1% | . | -1% | 0% | . | . | . | . | -8% | .
O=C(CNC(=O)c1ccc(Br)cc1)NCC(=O)OCC(=O)c1ccc([N+](=O)[O-])cc1 | 18% | -8% | -1% | 0%[46.1 µM] | ? | -1 | -1% | ? | 1% | -3%
CN(C)c1ccc(/C=C2\CC3C4CC=C5CC(O)CCC5(C)C4CCC3(C)C2=O)cc1 (centres undefined) | 10% | 16% | -11% | 8%[46.1 µM] | 15% | 10 | -1% | . | 63%[activator] | -7%
Oc1cc2c(cc1CN1CCN(c3ccccc3F)CC1)OCO2 | -5% | -25% | -14% | 5% | 15% | 0 | -3% | -1% | 5%[11.5 µM] | -4%
COc1cc(/C=C2\C(=O)NC(=O)N(c3ccccc3)C2=O)c([N+](=O)[O-])cc1OC | 11% | -17% | -1% | 5% | -23% | 2 | -1% | ? | 1% | 1%
CN1CCN(c2nc(N)c(Br)c(Cl)n2)CC1 | -3% | 15% | -10% | -1% | ? | -5 | -7% | 0% | 2% | 6%
O=C(c1cn(Cc2ccccc2)c2ccccc12)C1CC1 | 2% | -23% | -1% | -27% | 3% | -11 | 23% | 10% | -4% | 8%
CN1CC(C(=O)c2ccc(Cl)cc2)C(c2ccc(N(C)C)cc2)C1 (centres undefined) | -14% | -10% | 0% | 1% | -2% | 2 | -1% | -2% | -6% | -8%
CCOC(=O)[C@]12Cc3cc(OC)c(OC)cc3[C@H]1N(Cc1ccccc1)C(=O)c1ccccc12 | . | 2% | -9% | 1% | . | . | . | . | -6% | .
CCOP(=S)(OCC)Oc1ccc2c(C)c(Cl)c(=O)oc2c1 | 0% | -5% | 1% | -2% | 9% | . | . | . | 0% | .
Nc1nc2n(n1)C(c1cccs1)CC(c1ccc(Br)cc1)N2 (centres undefined) | 1% | 20% | -8% | -1% | 1% | 2 | 1% | 1% | 37%[activator] | 10%
O=c1c2ccccc2nc(-c2ccoc2)n1-c1ccccc1 | -16% | -34% | -8% | -2% | -5% | -12 | 2% | 25% | 0% | 2%
CCOc1cc(CN2CCN(C(=O)Cc3ccccc3)CC2)ccc1OC | -21% | 8% | 4% | . | -8% | -4 | -1% | -3% | 3% | -2%
CC(=O)OCC12CC(OC(=O)CC(C)C)C(C)=CC1OC1C(O)C(OC(C)=O)C2(C)C12CO2 (centres undefined) | . | ? | 1% | -4% | . | . | . | . | 2% | .
c1ccc(CC(NCc2ccco2)c2ccccc2)cc1 (centres undefined) | -18% | 8% | -2% | 1% | -5% | 10 | 2% | -10% | 5% | 16%
CC(C)C(C)(NC(=O)c1cccn(Cc2ccc3c(c2)OC(F)(F)O3)c1=O)C(N)=O (centres undefined) | 4% | 19% | -5% | -4% | 22% | 21 | 6% | -4% | 1% | 1%
O=C1c2cccc3cccc(c23)C(=O)N1/N=C/c1c(O)n(-c2ccccc2)c(=O)[nH]c1=O | -18% | 0% | -1% | 1% | -2% | -9 | -12% | ? | -3% | 0%
O=c1[nH]c(=S)n(C2CC2)c(O)c1C=Nc1cccc(C(F)(F)F)c1 | ? | 0% | 4% | 1%[46.1 µM] | 7% | 7 | -10% | -18% | 1% | -1%
O=C(Nc1ccccc1)c1c(O)c2c(n(Cc3ccco3)c1=O)CCCC2 | . | -7% | 0% | -6% | 1% | 1 | 0% | -7% | 0% | 2%
CC12CC1(C)C(=O)N(c1cc(Cl)cc(Cl)c1)C2=O (centres undefined) | . | -29% | -2% | -1% | . | . | . | . | -2% | .
CN(C)CCSC1c2ccccc2CSc2ccccc21 (centres undefined) | . | -1% | -3% | 6% | . | . | . | . | 9% | .
Cn1c(O)c(C=NCCN2CCN(C(=O)c3ccccc3)CC2)c(=O)n(C)c1=O | -6% | -33%[inhibitor] | -4% | 0% | 0% | 9 | -5% | -9% | 1% | 0%
O=c1[nH]c(=O)n(-c2cccc(Cl)c2)c(O)c1C=NCCN1CCCCC1 | 5% | -21% | -5% | -1% | 1% | 29 | 0% | 1% | 3% | -2%
CC(C)OC(=O)c1c(N)n(CC2CCCO2)c2nc3ccccc3nc12 (centres undefined) | -16% | -8% | -2% | -3% | 25% | 2 | -11% | ? | i | 15%
COc1ccc(-c2oc(=O)n(C)c2-c2ccc(OC)cc2)cc1 | ? | 17% | 0% | -1% | ? | 9 | 0% | -1% | -13% | 14%
CCOP(=O)(C(NC(=O)c1ccccc1Cl)=C(Cl)Cl)c1ccccc1 (centres undefined) | -1% | -18% | -4% | 10% | -8% | -11 | -1% | -5% | 9% | 5%
O=C(CN1C(=O)COc2ccccc21)N1CCC2(CC1)OCCO2 | 10% | 6% | -6% | 0% | 2% | 2 | 1% | -5% | 3% | 6%

Shown with values under each structure: entries from further up
Each structure is followed by: Menin MLL FP TR	a7 integrin act	PTAP TSG101 blk	TCR activator	MLL CXXC-DNA inh	TSHR antag	Mito fusion act	MBNL1 CUG block	S-ASM inh	AT treatment
> CCOP(=O)(C(NC(=O)c1ccccc1Cl)=C(Cl)Cl)c1ccccc1 (centres undefined)
→ -1%	-18%	-4%	10%	-8%	-11	-1%	-5%	9%	5%
> COc1ccc(-c2oc(=O)n(C)c2-c2ccc(OC)cc2)cc1
→ ?	17%	0%	-1%	?	9	0%	-1%	-13%	14%
> CC(C)OC(=O)c1c(N)n(CC2CCCO2)c2nc3ccccc3nc12 (centres undefined)
→ -16%	-8%	-2%	-3%	25%	2	-11%	?	i	15%
> O=C(CN1C(=O)COc2ccccc21)N1CCC2(CC1)OCCO2
→ 10%	6%	-6%	0%	2%	2	1%	-5%	3%	6%

Assay outcomes as filed in PubChem BioAssay.
